# Pol kappa inh = qHTS for Inhibitors of Polymerase Kappa | actives 0.53% (n = 400,000) | purified Pol kappa, fluorescent DNA synthesis assay, 10 min | Potency, µM (top dose mostly 107 µM), for the others: top-dose activity, negative = inhibition, usual class: inhibitors | AID 588579, 2011; also: potency is read from the fitted curve at half-maximal effect; % is scaled to controls: 0 for no effect and ±100 for the full control effect
#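 Here, compound and 10 nM enzyme are combined for 15 min at room temperature; adding 50 nM substrate (final) starts DNA synthesis, tracked by fluorescence at 0 and 10 min against buffer-only wells.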
# Pol iota inh = qHTS for Inhibitors of Polymerase Iota | actives 1% (n = 390,000) | Pol iota fluorescent replication assay, 10 min | Potency, µM (series often up to 115 µM), for inactives: at the highest dose activity, negative = inhibition, actives largely listed as inhibitors | DNA polymerase iota (Homo sapiens), Q9UNA4 | AID 588590, 2011; also: potency is read from the fitted curve at half-maximal effect
# Target sequence (Q9UNA4 whole entry, looked up): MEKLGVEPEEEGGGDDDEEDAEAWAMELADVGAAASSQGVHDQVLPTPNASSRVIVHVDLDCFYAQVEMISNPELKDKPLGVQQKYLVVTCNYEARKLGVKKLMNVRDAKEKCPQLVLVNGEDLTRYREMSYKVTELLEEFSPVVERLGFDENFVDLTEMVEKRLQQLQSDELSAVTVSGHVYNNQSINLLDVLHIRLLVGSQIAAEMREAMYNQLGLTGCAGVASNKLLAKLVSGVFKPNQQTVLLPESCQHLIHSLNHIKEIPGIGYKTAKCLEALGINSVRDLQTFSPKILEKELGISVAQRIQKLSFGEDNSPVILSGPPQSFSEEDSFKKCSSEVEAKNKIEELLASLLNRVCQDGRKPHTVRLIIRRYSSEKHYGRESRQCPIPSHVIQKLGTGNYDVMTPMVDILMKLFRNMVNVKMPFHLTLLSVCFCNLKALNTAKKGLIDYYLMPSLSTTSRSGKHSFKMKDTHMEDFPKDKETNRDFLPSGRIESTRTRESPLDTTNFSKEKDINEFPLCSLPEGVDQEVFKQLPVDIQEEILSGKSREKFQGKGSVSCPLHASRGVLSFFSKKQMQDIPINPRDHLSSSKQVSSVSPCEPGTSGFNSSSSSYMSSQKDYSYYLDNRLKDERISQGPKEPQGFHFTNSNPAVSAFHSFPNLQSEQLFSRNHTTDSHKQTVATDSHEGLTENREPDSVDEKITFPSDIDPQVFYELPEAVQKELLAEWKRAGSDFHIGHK
#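 Pol iota at 10 nM preincubated 15 min with compounds at room temperature; reaction started with fluorescent substrate, 50 nM final. Fluorescence read kinetically at 0 and 10 min; buffer-only wells as negative control.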
# APE1 inh = qHTS Assay for Inhibitors of the Human Apurinic/apyrimidinic Endonuclease 1 (APE1). DNA repair nuclease/redox regulator APEX1 (Homo sapiens), P27695. recombinant APE1, TAMRA/BHQ-2 abasic DNA cleavage fluorescence. Potency, µM (highest dose often 65.8 µM), for the others: top-dose activity change, negative = inhibition, hits mostly inhibitors. actives 0.35% (n = 350,000). AID 2517, 2012;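 also: potency is read from the fitted curve at half-maximal effect; plate controls were vehicle for no effect and reference inhibitor for full effect; nearly all actives have a fitted effect of over 55% in size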
# Target sequence (P27695 whole entry, looked up): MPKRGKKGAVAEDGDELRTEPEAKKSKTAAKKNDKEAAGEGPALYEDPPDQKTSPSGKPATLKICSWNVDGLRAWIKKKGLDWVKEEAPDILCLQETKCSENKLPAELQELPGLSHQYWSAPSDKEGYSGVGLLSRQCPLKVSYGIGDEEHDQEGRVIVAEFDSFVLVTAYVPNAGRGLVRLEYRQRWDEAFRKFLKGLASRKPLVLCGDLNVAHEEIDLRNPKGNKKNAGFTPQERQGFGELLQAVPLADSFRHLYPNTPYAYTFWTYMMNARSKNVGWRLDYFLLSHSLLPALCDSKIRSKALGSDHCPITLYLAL
#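 Activity was derived from the fluorescence gain between first and third kinetic reads (60 s intervals, ex 525/em 598 nm) after 50 nM THF-abasic TAMRA/BHQ-2 duplex was added to 0.75 nM APE1 preincubated 15 min with compound.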
# GRP78 ERSR act = qHTS for Inducers of the Endoplasmic Reticulum Stress Response (ERSR) in Human Glioma: qHTS; U87-MG GRP78 promoter luciferase reporter, 16 h; Potency, µM, for inactives: top-dose activation, hits mostly activators; actives 0.02% (n = 420,000); AID 602332, 2012; also: potency is read from the fitted curve at half-maximal effect; series mostly up to about 76 µM; % of control where 0% means no effect; nearly all actives have a fitted effect of over 35% in size
#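 Stably transfected U87-MG human glioma cells carrying a GRP78-based luminescent sensor were seeded at 1000 cells/well, pin-dosed with compounds and incubated 16 h. Luciferase reagent was then added, and end-point luminescence was read after 10 min at room temperature.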
# POLB inh = qHTS Assay for Inhibitors of DNA Polymerase Beta | P06746 | Pol beta primer extension/strand displacement, fluorescence kinetic | Potency, µM (titrated, usually from 114 µM), inactives show at the top dose activity change, negative = inhibition, most hits filed as inhibitors | actives 1.3% (n = 340,000) | AID 485314, 2010; also: potency is read from the fitted curve at half-maximal effect; % is scaled to controls: 0 for no effect and ±100 for the full control effect
#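 Homogeneous kinetic assay of primer extension and strand displacement by 10 nM Pol beta, preincubated 15 min at room temperature with compound before 50 nM substrate (final) was added. Read at 0 and 10 min; four-parameter Hill fit.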
# LDHA inh = qHTS assay for inhibitors of human lactate dehydrogenase. L-lactate dehydrogenase A chain (Homo sapiens), P00338. purified LDHA, NADH/diaphorase-resazurin fluorescence; active compounds read low. activity change, % (values are at about 110 or 230 µM). actives 0.15% (n = 480,000); in the data active = activity change below about -30%; inconclusive = mostly about -25% to -30%;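 also: plate controls were DMSO wells for no effect and wells without enzyme for full effect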
#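 Resorufin fluorescence (ex540/em590), read at 0 and 20 min after diaphorase/resazurin addition, reports the NADH left after a 5 min room-temperature reaction of 2 nM human LDH5 with 0.06 mM NADH and 0.2 mM pyruvate.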
# Anesthetic bind = qHTS Assay for Identification of Novel General Anesthetics; Ferritin light chain (Equus caballus), P02791; apoferritin/1-aminoanthracene competitive binding, fluorescence; Potency, µM (titrated, usually from 77.5 µM), for the others: at the top dose activity change, negative = displacement, actives largely listed as inhibitors; actives 0.074% (n = 350,000); AID 485281, 2010; also: potency is read from the fitted curve at half-maximal effect; % is scaled to controls: 0 for no effect and ±100 for the full control effect; nearly all actives have a fitted effect of over 20% in size
#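 Horse-spleen apoferritin (10 uM) in 50% saturated 1-aminoanthracene in PBS was incubated 10 min at room temperature with compound. Fluorescence (ex 380, em 535 nm) was normalized to free and bound 1-AMA, with concentration-response fitted by a four-parameter Hill equation.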
# Pol eta inh = qHTS for Inhibitors of Polymerase Eta; recombinant Pol eta, fluorescent DNA replication assay; Potency, µM (series often up to 114 µM), inactives show at the top dose activity change, negative = inhibition, actives largely listed as inhibitors; actives 1.2% (n = 390,000); also: potency is read from the fitted curve at half-maximal effect; % is scaled to controls: 0 for no effect and ±100 for the full control effect
#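 Pol eta (10 nM) was preincubated with compounds for 15 min at room temperature, after which fluorescent replication substrate (50 nM final) was added to start the reaction. Fluorescence was read kinetically at 0 and 10 min.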
# BLM helicase inh = qHTS Assay for Inhibitors of Bloom's syndrome helicase (BLM); AID 2528, 2010; actives 0.2% (n = 350,000); RecQ-like DNA helicase BLM (Homo sapiens), P54132; Potency, µM (highest dose often 56.1 µM), inactives show top-dose activity change, negative = inhibition, most hits filed as inhibitors; recombinant BLM DNA unwinding, fluorescence dequenching;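 also: potency is read from the fitted curve at half-maximal effect; plate controls were vehicle for no effect and no enzyme for full effect; nearly all actives have a fitted effect of over 35% in size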
# An asterisk follows results filed as active; ? = inconclusive; nt = not tested or not shown; & = joins results of further samples; [ ] = remark or other dose. Unless noted, calls follow the shape of the dose curve; as a rule, active = well fitted curve in the direction sought with a large enough effect; inconclusive = small, poorly fitted or top-dose-only effect, or another doubt; inactive = no such curve, though single readings can be large; an effect the other way counts as inactive or inconclusive.
SMILES,Pol kappa inh,Pol iota inh,APE1 inh,GRP78 ERSR act,POLB inh,LDHA inh,Anesthetic bind,Pol eta inh,BLM helicase inh
O=c1oc2c(CN3CCOCC3)c(O)ccc2c2ccccc12,2%,5%,-3%,3%,13%,0,-5%,-20%,-2%
Cc1ccc(OC(=O)c2ccc(C)c(C)c2)cn1,-11%,8%,-5%,2%,16%,-10,-14%,-3%,0%
CN(C)S(=O)(=O)c1ccc(C(=O)Nc2ccc3c(c2)CCC3)cc1,-5%,-9%,3%,1%,-2%,-8,-13%,-13%,-9%
Cc1sc(NC(=O)C2c3ccccc3Oc3ccccc32)c(C(=O)OC(C)C)c1C,-20%,-2%,nt,-3%,-1%,4,0%,-19%,-1%
COc1ccc(-n2ncc3c(N4CCN(c5cccc(C)c5)C(C)C4)ncnc32)cc1 (stereo unspecified),2%[60.1 µM],4%,nt,-5%,3%,1,-2%,-16%,0%
O=C1[C@H](Oc2ccccc2)[C@@H](c2ccncc2)N1c1ccncc1,4%,17%,3%,-1%,nt,-4,nt,-10%,nt
C/C(CCc1ccc2c(c1)OCO2)=N\N=C1\NC(=O)CC(C(=O)Nc2ccccc2F)S1 (stereo unspecified),-3%,43%[activator],-7%,-6%,3%,-10,-17%,-11%,-3%
O=C(O)CCCCCNc1nc2ncn(Cc3ccccc3)c2c(=O)[nH]1,-3%,-18%,1%,-4%,-19%,-2,2%,13%,6%
Cc1cc(C)nc(-n2nc(C)c3c(C(F)(F)F)cc(=O)[nH]c32)n1,-1%,5%,-2%,-2%,3%,-8,-2%,-10%,-3%
COc1ccc(CCN2CC3=C(C2=O)C(c2ccccc2)NC(=O)N3C)cc1OC (stereo unspecified),-6%,23%,-6%,-5%,2%,3,-12%,-4%,1%
O=S(=O)(c1ccc(Cl)cc1)N1CCC2(CC1)CO2,2%,37%[activator],-10%,2%,24%,7,-5%,-18%,-1%
O=C(CN(Cc1ccccc1)C(=O)c1cccc([N+](=O)[O-])c1)Nc1c(Cl)cc(Cl)cc1Cl,-5%,4%,3%,-2%,5%,0,-3%,-8%,0%
O=C(C[n+]1ccccc1)N/N=C/c1cc(Br)cc(Br)c1O,3%,159%[activator],-12%,-2%,38%,12,2%,-15%,0%
CCOC(=O)Oc1ccc2oc(=O)cc(C)c2c1,2%,10%,1%,-4%,-17%,-2,-16%,-12%,2%
O=C(c1ccc(F)cc1)n1nc(-c2cccnc2)nc1NCc1ccc(F)cc1,18%,19%,nt,-4%,26%,-2,-9%,-1%,-2%
NC(=O)c1ccc(NCc2ccco2)c([N+](=O)[O-])c1,-24%,-3%,-2%,-2%,-1%,-6,-18%,?,-1%
CC1CCCN(C(=O)c2cc(F)c(F)cc2Cl)C1 (stereo unspecified),-5%,-1%,-1%,-3%,-9%,-9,-17%,-20%,1%
O=C(O)c1ccccc1P(=O)(c1ccccc1)c1ccccc1,1%,110%[activator],-3%,-4%,29%,-7,-1%,-20%,0%
C(/CCc1ccccc1)=N\n1cnnc1,-3%,17%,1%,-5%,17%,-4,-1%,0%,1%
CC[C@@H]1/C=C(\C)C[C@H](C)C[C@H](OC)[C@H]2O[C@@](O)(C(=O)C(=O)N3CCCC[C@H]3C(=O)O[C@H](/C(C)=C/[C@@H]3CC[C@@H](O)[C@H](OC)C3)[C@H](C)[C@@H](O)CC1=O)[C@H](C)C[C@@H]2OC,-4%[60.1 µM],nt,?,-2%&-1%,nt,nt,-21%&-21%,nt,-9%
CCn1c(SCC(=O)N2CCCC(C)C2)nc2c1c(=O)n(C)c(=O)n2C (stereo unspecified),0%,46%[activator],-7%,-8%,28%,-7,3%,-16%,-5%
COc1ccc(S(=O)(=O)N2CCN(c3ccccc3OC)CC2)cc1,5%,17%&-3%,17%,0%&-1%,?,1&-1,-10%&145%,-16%&-14%,-4%&-2%
Cc1nn(-c2ccccc2)c(C)c1/C=N/NC(=O)c1cc(-c2ccc(Br)s2)[nH]n1,6%,?,-2%,-4%,-12%,-1,-16%,-9%,-3%
Fc1ccc(Nc2nc(N3CCOCC3)nc(N3CCOCC3)n2)cc1Cl,-4%,8%,9%,-5%,2%,2,-1%,-1%,-2%
C/C(=C\C(=O)c1ccc(Br)cc1)Nc1cccc(Cl)c1,-6%,9%,nt,7%,nt,2,nt,-11%,nt

# Later entries.
SMILES,Pol kappa inh,Pol iota inh,APE1 inh,GRP78 ERSR act,POLB inh,LDHA inh,Anesthetic bind,Pol eta inh,BLM helicase inh
O=C(CCN1C(=O)/C(=C/c2ccc3c(c2)OCO3)SC1=S)NNC(=O)c1cccnc1,-2%,38%[activator],-2%,9%,0%,-2,-5%,-7%,2%
CCN(N=O)c1ccc(/C=C2\C=Cc3ccccc32)cc1,9%,49%[activator],nt,-2%,nt,10,nt,nt,nt
COc1ccc2cnn(-c3ccc(OC(F)(F)Cl)cc3)c(=O)c2c1OC,0%,53%[activator],2%,1%,14%,2,-6%,-17%,-1%
COc1ccc(NC(=O)Cn2nnc(-c3nc(-c4ccncc4)no3)c2N)cc1OC,-6%,25%,nt,nt,79µM*,-2,-7%,nt,-15%
NS(=O)(=O)c1ccc(Nc2c([N+](=O)[O-])cncc2[N+](=O)[O-])cc1,-1%,18%,-1%,-4%,79%,-33*,-7%,0%,-3%
CC(=O)N1CCc2ccc(N)cc21,-1%,32%[activator],nt,-3%,nt,-9,nt,0%,nt
CC1(C)CC(=O)C2=C(C1)Nc1ncnn1C2c1cccs1 (stereo unspecified),-6%,47%[activator],-5%,0%,0%,-6&-5,-4%,3%,-6%
CC(C(=O)N1CCN(c2ccccc2)CC1)c1ccc([N+](=O)[O-])cc1 (stereo unspecified),-16%,3%,-11%,6%,1%,-2,-8%,-8%,5%
Cc1ccc(S(=O)(=O)n2nc(-c3ccccc3)nc2NCc2ccccc2Cl)cc1,-18%,?,nt,-4%,-18%,1,-9%,-12%,-7%
Cc1cccc(NS(=O)(=O)c2ccc3[nH]c(=O)oc3c2)c1C,-8%,32%[activator],0%,-3%,nt,1,nt,-15%,nt
CCN(CC)CCN1C(=O)C(=O)/C(=C(/O)c2ccc(OCC(C)C)cc2)C1c1ccncc1 (stereo unspecified),nt,nt,3%,nt,9%,nt,-5%,nt,1%
N#C/C(=C\c1ccc(/C=C(/C#N)c2nn(CCO)c(N)c2C#N)cc1)c1nn(CCO)c(N)c1C#N,-12%,-5%,3%,-1%,2%,-6,3%,-9%,-20%
COc1cc(C(=O)OCC(=O)N2CC(C)OC(C)C2)cc(OC)c1OC (stereo unspecified),4%,54%[activator],-17%,-3%,53%,-11,30%,-12%,1%
C[C@@H]1CN([C@@H](C)CO)C(=O)c2cccc(NC(=O)C3CCCCC3)c2O[C@@H]1CN(C)C(=O)NC1CCCCC1,9%,3%,28%,-2%,nt,6,nt,-17%,nt
O=C(NCCC1=CCCCC1)c1cc(COc2ccc(F)cc2Cl)on1,8%,8%,-6%,-1%,12%,1,?,-18%,-6%
CCOc1ccc(S(=O)(=O)N2CCC(C(=O)NCc3cccnc3)CC2)cc1,-1%,17%,31%,-3%,35%,-5,-6%,-6%,-1%
N#CCCN(C1CCCCC1)S(=O)(=O)c1cccc2nsnc12,-1%,6%,7%,-4%,-19%,-4,-8%,-21%,5%
Oc1cccc(-c2nc3ccccc3s2)c1,-2%,3%,-3%,-9%,?,5,?,-18%,-2%
CCOC(=O)NC1(C(F)(F)F)NC(=O)N(c2cccc(C(F)(F)F)c2)C1=O (stereo unspecified),-1%,-8%,7%,-5%,-7%,-2,-11%,-18%,2%
CCC(C)(C)C1CCC2(CC1)NC(=O)N(CC(=O)NC(C)CCc1ccccc1)C2=O (stereo unspecified),-6%,22%,-3%,-3%,nt,-7,nt,-10%,nt
CN(Cc1ccccc1)C(=O)c1c[nH]c2ccc(S(=O)(=O)Nc3ccccc3F)cc2c1=O,?,-32%,nt,-5%,25µM*,-2,7%,?,0%
CC(=O)OC1CCC2(O)CC1(C)CCC1C2CC1(C)C (stereo unspecified),-10%[60.1 µM],nt,8%,-5%,nt,nt,-10%,nt,3%
CC#CCN1c2ccccc2[C@]23C[C@@H](C(=O)OC)N(C(=O)C4CCC4)C2=NC(C(=O)OC)=C(C(=O)OC)[C@H]13,-2%,66%[activator],-4%[12.4 µM],-4%,-2%,3,-23%,-18%,-3%[12.4 µM]
COc1ccc(N2CCN(CCCNC(=O)Cn3c(=O)c4cccn4c4ccccc43)CC2)cc1,-12%,-10%,38%,0%,54%,-2,0%,-11%,5%
CSCC[C@H](N)C(=O)N[C@@H](CCC(=O)O)C(=O)N[C@H](C(=O)NCC(=O)N[C@@H](Cc1c[nH]c2ccccc12)C(=O)N[C@@H](Cc1ccc(O)cc1)C(=O)N[C@@H](CCCNC(=N)N)C(=O)N[C@@H](CO)C(=O)N1CCC[C@H]1C(=O)N[C@@H](Cc1ccccc1)C(=O)N[C@@H](CO)C(=O)N[C@@H](CCCNC(=N)N)C(=O)N[C@H](C(=O)N[C@H](C(=O)N[C@@H](Cc1cnc[nH]1)C(=O)N[C@@H](CC(C)C)C(=O)N[C@@H](Cc1ccc(O)cc1)C(=O)N[C@@H](CCCNC(=N)N)C(=O)N[C@@H](CC(N)=O)C(=O)NCC(=O)N[C@@H](CCCCN)C(=O)O)C(C)C)C(C)C)C(C)C,15%[60.1 µM],nt,-7%,-1%,nt,nt,-3%,nt,21%

# Compound activity from PubChem.

# These rows are one share of the data; rates above refer to the full screens.
